Screening results deposited in PubChem by National Center for Advancing Translational Sciences (NCATS).
KB-3-1 cytotox: kills parental KB-3-1 adenocarcinoma cells; AID 1347075; 1.4% of 400,000 active; KB-3-1 viability, CellTiter-Glo ATP luminescence, 72 h; Potency, µM (series often up to 46.1 µM), inactives show at the top dose activity change, negative = cytotoxic, hits mostly cytotoxic; note: % is set by controls: 0 for no effect and ±100 for the full control effect; nearly all actives have a fitted effect of over 60% in size
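Parental KB-3-1 adenocarcinoma cells in phenol-red-free DMEM with 10% FBS were pin-treated with compounds at several concentrations, incubated 72 h at 37 °C, and viability read by CellTiter-Glo luminescence; concentration-effect curves were fitted after normalization.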
GLP1R inv ag: GLP-1 receptor (human) inverse agonism; 1.6% of 410,000 active; HEK293 GLP-1R CRE-luciferase, luminescence, 24 h; GLP-1R form is constitutively active; Potency, µM (top dose mostly 38.3 µM), for inactives: at the highest dose activity change, negative = inhibition, hits mostly inhibitors; AID 624417; P43220; note: % is set by controls: 0 for no effect and ±100 for the full control effect; nearly all actives have a fitted effect of over 55% in size
Target sequence (P43220 whole entry, looked up): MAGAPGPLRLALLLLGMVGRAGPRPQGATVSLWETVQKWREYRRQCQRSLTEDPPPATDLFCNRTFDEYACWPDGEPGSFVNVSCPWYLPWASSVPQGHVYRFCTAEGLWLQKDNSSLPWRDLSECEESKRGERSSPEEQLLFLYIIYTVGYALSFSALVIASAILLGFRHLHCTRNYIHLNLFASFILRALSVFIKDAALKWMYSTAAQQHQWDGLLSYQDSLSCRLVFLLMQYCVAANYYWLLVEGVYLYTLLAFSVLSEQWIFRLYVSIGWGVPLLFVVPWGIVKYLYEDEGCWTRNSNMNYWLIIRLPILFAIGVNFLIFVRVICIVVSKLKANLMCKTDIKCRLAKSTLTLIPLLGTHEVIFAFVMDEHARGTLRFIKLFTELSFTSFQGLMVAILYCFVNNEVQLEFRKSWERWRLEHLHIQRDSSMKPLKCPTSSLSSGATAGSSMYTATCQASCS
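Inverse agonism was detected as reduced cAMP-driven luciferase luminescence after 24 h compound treatment. The cells were HEK293 clones expressing constitutively active human GLP-1R with the reporter. Reporter-only and GPR119 cell lines served as counterscreen controls.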
HT1080 IDH1KD tx: toxicity to HT-1080 IDH1 knockdown cells (counter line); 2% of 360,000 active; HT-1080 IDH1 knockdown viability, ATP luminescence, 48 h; Potency, µM (titrated, usually from 46.1 µM), for inactives: at the top dose activity, negative = toxicity, hits mostly cytotoxic;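 note: 0% = DMSO wells and -100% = cell-free medium wells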
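In this qHTS, HT-1080 cells depleted of IDH1 are exposed for 48 h at 37 °C to compound titrations. Toxicity is scored from CellTiter-Glo luminescence, with DMSO as full viability and medium alone as none.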
HT1080-NT tox: kills 2HG-producing HT-1080-NT fibrosarcoma cells; HT-1080-NT fibrosarcoma viability, CellTiter-Glo ATP luminescence, 48 h; Potency, µM (highest dose often 46.1 µM), without a hit: top-dose activity, negative = less viability, actives largely listed as cytotoxic; 1.6% of 360,000 active; AID 686970;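 note: NT is the 2HG producing partner of a matched IDH1 knockdown line; 0% = DMSO-treated cells and -100% = media-only wells without cells; nearly all actives have a fitted effect of over 55% in size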
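A 48-hour cytotoxicity screen used HT-1080-NT cells plated 2 hours before compound delivery. ATP-based CellTiter-Glo luminescence measured viability, normalized to DMSO and no-cell controls.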
SW480 rerep: induces DNA re-replication in SW480 colon adenocarcinoma cells; SW480 DNA re-replication, Hoechst DNA content imaging, 48 h; 1.8% of 340,000 active; Potency, µM (top dose mostly 46.1 µM), without a hit: at the highest dose re-replication activation, usual class: activators; note: % of control where 0% means no effect; nearly all actives have a fitted effect of over 55% in size
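Readout is total intensity of Hoechst-stained nuclei, excited at 405 nm and collected at 500-530 nm. Compound treatment lasted 48 hr at 37 C in 5% CO2 before staining.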
TDP-43 yeast inh: TDP-43 toxicity inhibition in yeast; TDP-43 expressing yeast growth rescue, BacTiter-Glo, 24 h; Potency, µM (doses to about 46.1 µM), inactives show at the highest dose growth rescue (activation), usual class: activators; 1.8% of 410,000 active; AID 652104; note: % of control where 0% means no effect; nearly all actives have a fitted effect of over 50% in size
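Cell-based yeast growth screen: TDP-43 expression induced in galactose, inoculum OD600=0.02 after raffinose pregrowth to mid-log. Read-out BacTiter-Glo luminescence at 24 hr, 30 deg C; inhibition of toxicity seen as signal increase.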
HEK293 tox: cytotoxic in the GLP-1 receptor inverse agonist counter-screen; 0.13% of 410,000 active; HEK293 cAMP-luciferase reporter cells, luminescence, 24 h; Potency, µM (doses to about 38.3 µM), for inactives: at the highest dose activity change, negative = inhibition, hits mostly inhibitors;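 note: loss of luciferase light is scored as toxicity; % is set by controls: 0 for no effect and ±100 for the full control effect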
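1536-well qHTS counterscreen of the MLSMR; 200 cells/uL, 12 h pre-incubation, 23 nL cpd, 24 h at 37 deg C 5% CO2, luciferase detection reagent, 12 min RT, luminescence. Inhibition = undesired.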
GLP-1R agonist: activates the human GLP-1 receptor; HEK293 GLP-1R CRE-luciferase, luminescence, 4-6 h; cells express a hypersensitive GLP-1R form; Potency, µM (titrated, usually from 45.6 µM), for inactives: at the top dose activation, usual class: activators; P43220; 0.007% of 380,000 active; note: % of control where 0% means no effect
KB-V1 cytotox: kills drug-selected multidrug resistant KB-V1 cells. KB-V1 MDR cells viability, CellTiter-Glo, 72 h. Potency, µM (doses to about 46.1 µM), inactives show top-dose activity change, negative = cytotoxicity, hits mostly cytotoxic. 3.4% of 400,000 active; note: % is set by controls: 0 for no effect and ±100 for the full control effect; nearly all actives have a fitted effect of over 60% in size
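KB-V1 cells (P-gp-expressing MDR subline of KB-3-1) in phenol-red-free DMEM with 10% FBS were exposed to library compounds over a concentration series for 72 h at 37 degrees C. Viability read by CellTiter-Glo luminescence; concentration-effect curves fitted after normalization.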
* hit, by the source's call; ? = inconclusive; · = no result given; & = joins results of further samples; [ ] = remark or other dose. Calls come from the whole dose curve; as a rule, active = well fitted curve in the direction sought with a large enough effect; inconclusive = small, poorly fitted or top-dose-only effect, or another doubt; inactive = no such curve, though single readings can be large; an effect the other way counts as inactive or inconclusive. Potency is the fitted concentration of half-maximal effect. Rows are unselected. Share with any hit: about 9.4%.

Sequence of screens: HT1080 IDH1KD tx, GLP1R inv ag, KB-3-1 cytotox, HEK293 tox, HT1080-NT tox, GLP-1R agonist, SW480 rerep, KB-V1 cytotox, TDP-43 yeast inh
CCSc1nn(CC(=O)Nc2cccc(Cl)c2)c(N)c1S(=O)(=O)c1ccc(OC)cc1
  ·, ?, 10%, -11%, ·, ·, ·, 0%, 27%
Cc1cc2ccccc2n1CCNC(=O)C(C)C
  -1%, -3%, -5%, 6%, -4%, 1%, -2%, 0%, -14%
CCCCNC(=O)C(=O)N/N=C/c1ccc(C(=O)OC)cc1
  -4%, 7%, -7%, 8%, -5%, 1%, 2%, 0%, -14%
Cc1cc(C(F)F)n2nc(C(=O)Nc3ccc(F)c(Cl)c3)nc2n1
  ·, -9%, -7%, 1%, ·, 1%, ·, -23%, -24%
CCOC(=O)c1sc(NC(=O)c2ccccc2C(=O)O)c(C(=O)OCC)c1C
  -20%, ?, 0%, 8%, -20%, -4%, 0%, 11%, -8%
O=c1[nH]c(CN2CCc3ccccc32)nc2scc(-c3cccs3)c12
  -15%, ?, 7%, 2%, 0%, -9%, 22%, 0%, ?
COc1ccc(-n2nnnc2CNC(=O)C2CC(=O)N(c3ccc(F)cc3)C2)cc1 (stereo not drawn)
  -4%, 3%, 1%, -20%, -3%, 3%, ·, -14%, -1%
O=C(Cn1ncc2c3ccccc3n(Cc3ccc(F)cc3)c2c1=O)NCc1cccs1
  ·, -4%, 10%, -5%, ·, ·, ·, 0%, 8%[9.22 µM]
COc1ccc(-c2cc(-c3ccccc3)c(C#N)c(SCC(O)CS(=O)(=O)Cc3ccc(Cl)cc3)n2)cc1 (stereo not drawn)
  ·, -20%, 0%, 13%, ·, ·, ·, -5%, 1%
Cc1cnc(CNC(=O)c2csc(COCCO)n2)cn1
  18%, 8%, 0%, -4%, -3%, 0%, ·, 4%, 9%
COP(=O)(OC)C(NC(=O)Nc1ccccc1)c1ccccc1 (stereo not drawn)
  10%, 18%, 8%, -18%, 16%, 4%, -14%, 4%, 5%
COCCn1c(SCC(=O)Nc2cccnc2Cl)nc2ccccc21
  5%, 9%, 1%, 4%, -2%, 20%, -5%, -16%, 8%
Cc1ccc(CN2CCN(CC(C)C)C(CCO)C2)s1 (stereo not drawn)
  0%, ?, 2%, -24%, 3%, 3%, 2%, -1%, -28%
CN(C(=O)COC(=O)CSCc1cccc(Cl)c1)c1c(N)n(Cc2ccccc2)c(=O)[nH]c1=O
  0%, 1%, 3%, 1%, 8%, -6%, 3%, -2%, -5%
Cc1ccn2c(CNCc3cnn(C)c3)c(C(=O)N3CCCCCC3)nc2c1
  -9%, 11%, -6%, -11%, 4%, -1%, ?, 5%, -7%
Cc1ccc(NC(=O)Cn2cc(S(=O)(=O)c3ccccc3)c(=O)c3cc4c(cc32)OCO4)cc1
  ·, -6%, -11%, 2%, ·, 0%, ·, ?, 1%
COc1ccc(-c2cnc(N)n2C)cc1
  -1%, 35%, -16%, 1%, -2%, -2%, 14%, -5%, -10%
COc1cc2c(=O)n(CCC(=O)NCC3CCCO3)c(=O)n(CC(=O)Nc3ccc(C)cc3C)c2cc1OC (stereo not drawn)
  13%, -7%&-1%, 9%&9%, -2%&10%, -7%, 7%, -3%, ?, -1%&12%
CC(=O)Nc1ccc(NC(=O)CSc2nnc(-c3ccco3)o2)cc1
  6%, 2%, -3%, -2%, 27%, 2%, -11%, -17%, -24%
NC(=O)C1CCN(c2nc(-c3cccc(N)c3)cs2)CC1
  ·, ·, -2%, ·, ·, 6%, 5%, 7%, ·
Cc1ccc(CN2C(=O)CCC2C(=O)NCc2ccc3c(c2)OCO3)cc1 (stereo not drawn)
  1%, -3%, 10%, 8%, 1%, 2%, -3%, 5%, -6%
COc1cc(COc2ccc3c(C)c(CCC(=O)O)c(=O)oc3c2)cc(OC)c1OC
  -2%, 25%, -9%, 25%, 1%, -1%, -5%, 24%, 0%
NC(=O)CSc1oc(-c2cccs2)nc1S(=O)(=O)c1ccc(Br)cc1
  ·, 9%, 2%, -1%, ·, ·, ·, -25%, 1%
CCN=C1SC(CC(=O)Nc2ccccc2OCC)C(=O)N1CC (stereo not drawn)
  23%, -2%, -10%, 2%, 14%, 2%, -2%, -17%, -15%
Cc1ccc(-n2nnc3c(=O)oc4ccccc4c32)cc1
  ?, 12%, 0%, ?, ?, 21%, -2%, -18%, -4%
O=C1NN=C(c2ccccc2)CC1c1c[nH]c2ccccc12 (stereo not drawn)
  2%, ?, -3%, -29%, 3%, -3%, 1%, -8%, ?
Cc1cc(C)n2nc(C)c(-c3ccccc3)c2n1
  0%, 28%, -5%, -42%, 0%, 29%, -11%, 0%, 14%
COc1ccc(CC(=O)NNc2ncnc3c2cnn3-c2ccc(C)cc2)cc1
  4%, -12%, ?, 1%, 5%, -1%, -1%, ?, -15%
COc1ccc(CCNS(=O)(=O)c2ccc(F)c(C(=O)Nc3ccc(Cl)cc3)c2)cc1OC
  ·, ?, ?, -10%, ·, ·, ·, ?, 19%
O=C(N/N=C/c1cccc([N+](=O)[O-])c1)c1cccc(Br)c1
  -15%, -24%, 9%, -5%, -19%, 3%, -2%, 18%, 8%

Some of the entries so far, with bars between the fields.
smiles | HT1080 IDH1KD tx | GLP1R inv ag | KB-3-1 cytotox | HEK293 tox | HT1080-NT tox | GLP-1R agonist | SW480 rerep | KB-V1 cytotox | TDP-43 yeast inh
COc1ccc(CC(=O)NNc2ncnc3c2cnn3-c2ccc(C)cc2)cc1 | 4% | -12% | ? | 1% | 5% | -1% | -1% | ? | -15%
CCCCNC(=O)C(=O)N/N=C/c1ccc(C(=O)OC)cc1 | -4% | 7% | -7% | 8% | -5% | 1% | 2% | 0% | -14%

The list goes on.
Sequence of screens: HT1080 IDH1KD tx, GLP1R inv ag, KB-3-1 cytotox, HEK293 tox, HT1080-NT tox, GLP-1R agonist, SW480 rerep, KB-V1 cytotox, TDP-43 yeast inh
Cn1nnc(NC(=O)c2cccc(OCc3ccccc3)c2)n1
  -12%, 13%, 24%, -20%, -7%, 1%, -9%, 7%, 16%
CC(=O)c1ccc(S(=O)(=O)N2CCn3cccc3C2c2ccc(F)c(F)c2)cc1 (stereo not drawn)
  ·, -26%, -21%, 1%, ·, ·, ·, -8%, ?
CN(C)C(=O)Cn1c(SCC(=O)Nc2ccc3c(c2)OCO3)nc2ccccc21
  1%[9.24 µM], 8%, 17%, -13%, 6%, -5%, -5%, ?, 5%
Cn1c(SCC(=O)Nc2ccccc2F)nnc1-c1ccc(S(=O)(=O)N2CCOCC2)cc1
  6%, 9%, -2%, 4%, 0%, 0%, 0%, -20%, 14%
Cc1nn(-c2ccc(C(F)(F)F)cn2)c(C)c1Oc1ccccc1O
  ?, 7.9µM*, ?, -30%, ?, -1%, 6%, -22%, -6%
Cc1ccc(NC(=S)NCc2cccs2)cc1
  1%, -29%, -5%, -19%, 7%, 12%, -2%, 1%, ?
N#Cc1ccccc1S(=O)(=O)N1CCN(C(=O)CCC2CCCC2)CC1
  4%, -21%, -2%, 4%, 7%, -7%, -6%, -2%, 29%
Cc1noc(C)c1COC(=O)CCN1c2ccccc2Sc2ccccc21
  -8%, 4.5µM*, 0%, 16%, 1%, 16%, 1%, 0%, 0%
CCN(CC(=O)Nc1cc(Cl)ccc1C)c1ncnc2sc(C)c(C)c12
  -9%, ?, -15%, -6%, -14%, 3%, -10%, 0%, 0%
CC(C)C(NS(=O)(=O)c1cccs1)C(=O)N1CCc2ccccc2C1 (stereo not drawn)
  -3%, -15%, -17%, 68%[activator], -4%, -20%, 28%, ?, -4%
Cc1cc(O)c(NC(=O)c2ccco2)cc1C
  -2%, 40%[activator], -15%, -5%, 2%, 8%, -3%, 4%, -14%
CCOc1ccc(N(CC(=O)Nc2ccccc2C(=O)N2CCCC2)S(C)(=O)=O)cc1
  10%, -1%, 7%, 3%, 12%, 7%, 3%, -26%, -5%
CN(CC(=O)Nc1cccc(F)c1)C(=O)CSc1nc2ccccc2s1
  -2%, ?, -7%, -11%, -1%, 1%, -115%, -22%, 20%
CC(=O)Nc1ccccc1-c1nc2ccccc2nc1OCC(=O)c1ccc(Br)cc1
  -9%, 0%, -8%, -19%, 7%, -4%, -6%, ?, 0%
CCOC(=O)N1CCN(C(=O)CN2C(=O)CC(C)(C)S(=O)(=O)c3ccccc32)CC1
  13%, 14%, 7%, -5%, 0%, -4%, -25%, 0%, -10%
N#Cc1c2c(c[nH]c1=O)CCN2Cc1ccccc1
  -2%, ?, 10%, -1%, -3%, 1%, 2%, 2%, 5%
O=S(=O)(NCCc1ccc(F)cc1)c1ccc(F)cc1Br
  5%, -10%, -1%, 6%, 1%, -4%, -3%, 1%, ?
COc1cc2c(cc1OC)CN(C1CCC(C(C)(C)C)CC1)CC2 (stereo not drawn)
  -10%, ?, ?, 11%, -11%, 3%, 13%, -3%, -10%
COc1ccc(C(=O)CSc2nccn2C)cc1
  -4%, -3%, 0%, 24%, -13%, 2%, -7%, 11%, -21%
CC(C)(C)N1CC23CCC(C[C@@H]2C1=O)O3 (stereo partly drawn)
  -2%, 30%[activator], -3%, -17%, -5%, -3%, -12%, 0%, 7%
NC(=O)CSc1nc2c(sc(=S)n2-c2ccccc2)c(=O)[nH]1
  7%, 16%, 8%, 9%, 5%, 1%, -18%, 28%, -12%
COc1ccc(S(=O)(=O)N(C)CC(=O)Nc2cccc(C(C)=O)c2)cc1Cl
  -3%, 9%, 0%, -4%, 7%, -4%, -2%, -4%, -10%
O=C(Nc1ccc2oc(-c3ccccc3F)nc2c1)c1ccc([N+](=O)[O-])o1
  -1%, 4%, -2%, 13%, -2%, -1%, -3%, -7%, 4%
Cc1nnc(NC(=O)CS(=O)(=O)Cc2ccccc2)s1
  16%, 9%, 9%, -2%, 0%, 2%, -1%, -3%, -16%
